# Assay outcomes: PubChem, National Center for Advancing Translational Sciences (NCATS)
# BLM helicase inh: Bloom syndrome helicase (human) inhibition; actives 0.2% (n = 350,000); Potency, µM (titrated, usually from 56.1 µM), without a hit: top-dose activity change, negative = inhibition, actives largely listed as inhibitors; P54132; recombinant BLM DNA unwinding, fluorescence dequenching;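 also: potency is read from the fitted curve at half-maximal effect; plate controls were vehicle for no effect and no enzyme for full effect; nearly all actives have a fitted effect of over 35% in size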
# Pol kappa inh: inhibitors of human DNA polymerase kappa; Q9UBT6; purified Pol kappa, fluorescent DNA synthesis assay, 10 min; Potency, µM (doses to about 107 µM), for the others: at the top dose activity, negative = inhibition, actives largely listed as inhibitors; actives 0.53% (n = 400,000); also: potency is read from the fitted curve at half-maximal effect; % is scaled to controls: 0 for no effect and ±100 for the full control effect
# Target sequence (Q9UBT6 whole entry, looked up): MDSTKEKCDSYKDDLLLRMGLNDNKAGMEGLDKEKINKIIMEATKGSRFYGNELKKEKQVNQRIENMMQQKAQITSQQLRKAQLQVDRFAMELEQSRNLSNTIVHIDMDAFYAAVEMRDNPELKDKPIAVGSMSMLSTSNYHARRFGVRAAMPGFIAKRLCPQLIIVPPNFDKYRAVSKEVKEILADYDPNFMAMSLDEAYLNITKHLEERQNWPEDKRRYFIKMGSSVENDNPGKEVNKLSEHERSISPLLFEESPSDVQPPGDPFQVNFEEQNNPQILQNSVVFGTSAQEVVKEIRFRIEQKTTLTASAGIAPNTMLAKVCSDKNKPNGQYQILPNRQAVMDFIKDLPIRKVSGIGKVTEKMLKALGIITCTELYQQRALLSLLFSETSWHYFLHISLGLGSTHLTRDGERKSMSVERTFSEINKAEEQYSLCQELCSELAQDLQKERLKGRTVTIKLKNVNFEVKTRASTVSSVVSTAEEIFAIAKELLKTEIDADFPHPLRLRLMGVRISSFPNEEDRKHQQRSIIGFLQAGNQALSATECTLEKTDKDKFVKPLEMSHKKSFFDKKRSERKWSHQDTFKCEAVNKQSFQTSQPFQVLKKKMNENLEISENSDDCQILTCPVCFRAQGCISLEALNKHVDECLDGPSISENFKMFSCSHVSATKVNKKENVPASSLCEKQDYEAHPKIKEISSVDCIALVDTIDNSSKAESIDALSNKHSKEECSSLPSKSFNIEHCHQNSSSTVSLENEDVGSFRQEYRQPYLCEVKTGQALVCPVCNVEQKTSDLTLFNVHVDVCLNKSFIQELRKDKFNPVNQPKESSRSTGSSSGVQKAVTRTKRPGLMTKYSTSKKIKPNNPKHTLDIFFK
#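 Pol kappa 10 nM + cpd, 15 min RT; start w/ substrate 50 nM final; fluorescence kinetic read, 0 and 10 min. Neg ctrl: buffer, no enzyme.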
# Glioma ERSR ind: inducers of ER stress response in human glioma cells. U87-MG GRP78 promoter luciferase reporter, 16 h. Potency, µM, for the others: at the highest dose activation, usual class: activators. actives 0.02% (n = 420,000). AID 602332; also: potency is read from the fitted curve at half-maximal effect; series mostly up to about 76 µM; % of control where 0% means no effect; nearly all actives have a fitted effect of over 35% in size
#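 Stably transfected U87-MG human glioma cells carrying a GRP78-based luminescent sensor were seeded at 1000 cells/well, pin-dosed with compounds and incubated 16 h. Luciferase reagent was then added, and end-point luminescence was read after 10 min at room temperature.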
# Pol beta inh: inhibitors of human DNA polymerase beta | Pol beta primer extension/strand displacement, fluorescence kinetic | Potency, µM (series often up to 114 µM), for inactives: at the highest dose activity change, negative = inhibition, hits mostly inhibitors | actives 1.3% (n = 340,000); also: potency is read from the fitted curve at half-maximal effect; % is scaled to controls: 0 for no effect and ±100 for the full control effect
#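 Kinetic readout of DNA synthesis with strand displacement by Pol beta. Compound and 10 nM enzyme sit 15 min at room temperature; 50 nM substrate starts the reaction, read immediately and at 10 min.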
# Anesthetic bind: binds horse apoferritin like a general anesthetic. actives 0.074% (n = 350,000). Potency, µM (titrated, usually from 77.5 µM), for inactives: at the highest dose activity change, negative = displacement, actives largely listed as inhibitors. AID 485281. apoferritin/1-aminoanthracene competitive binding, fluorescence. P02791; also: potency is read from the fitted curve at half-maximal effect; % is scaled to controls: 0 for no effect and ±100 for the full control effect; nearly all actives have a fitted effect of over 20% in size
# Target sequence (P02791 2-175 limits assumed): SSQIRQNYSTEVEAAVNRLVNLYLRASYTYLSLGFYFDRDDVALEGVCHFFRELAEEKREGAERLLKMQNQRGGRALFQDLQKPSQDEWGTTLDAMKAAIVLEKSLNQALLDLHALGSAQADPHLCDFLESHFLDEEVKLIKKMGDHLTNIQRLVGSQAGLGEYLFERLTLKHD
#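 10 uM apoferritin + 50% sat. 1-AMA, PBS; cpd 10 min RT; Ex380/Em535 endpoint; normalized to free probe vs complex; 4-param Hill fit; propofol titration as pos. ctrl.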
# POLI inh: DNA polymerase iota (human) inhibition. Pol iota fluorescent replication assay, 10 min. Potency, µM (titrated, usually from 115 µM), without a hit: at the highest dose activity, negative = inhibition, actives largely listed as inhibitors. actives 1% (n = 390,000); also: potency is read from the fitted curve at half-maximal effect
#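 Pol iota at 10 nM preincubated 15 min with compounds at room temperature; reaction started with fluorescent substrate, 50 nM final. Fluorescence read kinetically at 0 and 10 min; buffer-only wells as negative control.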
# APE1 inh: APE1 (human) endonuclease inhibition. Potency, µM (top dose mostly 65.8 µM), for the others: at the highest dose activity change, negative = inhibition, hits mostly inhibitors. actives 0.35% (n = 350,000). P27695. recombinant APE1, TAMRA/BHQ-2 abasic DNA cleavage fluorescence;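 also: potency is read from the fitted curve at half-maximal effect; plate controls were vehicle for no effect and reference inhibitor for full effect; nearly all actives have a fitted effect of over 55% in size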
#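 Incision of a quenched TAMRA/BHQ-2 THF abasic-site duplex (50 nM) by 0.75 nM APE1, after 15 min compound preincubation, measured as fluorescence increase over three 60 s reads. Values normalized to buffer, DMSO and NSC13755 control wells.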
# Pol eta inh: blocks human DNA polymerase eta activity. recombinant Pol eta, fluorescent DNA replication assay. Potency, µM (series often up to 114 µM), for the others: at the top dose activity change, negative = inhibition, usual class: inhibitors. actives 1.2% (n = 390,000). AID 588591; also: potency is read from the fitted curve at half-maximal effect; % is scaled to controls: 0 for no effect and ±100 for the full control effect
#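 Fluorescent replication assay: 50 nM final substrate added after a 15 min room-temperature compound preincubation with 10 nM enzyme. Signal taken at 0 min and again at 10 min.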
# LDHA block: blocks human lactate dehydrogenase A | purified LDHA, NADH/diaphorase-resazurin fluorescence; hits give low values | activity change, % (values are at about 110 or 230 µM) | actives 0.15% (n = 480,000); in the data active = activity change below about -30%; inconclusive = mostly about -25% to -30%;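 also: plate controls were DMSO wells for no effect and wells without enzyme for full effect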
#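 Remaining NADH was detected by diaphorase (0.133 mg/mL) converting 37 µM resazurin to fluorescent resorufin, read at 0 and 20 minutes. The preceding 5-minute room-temperature reaction used 2 nM LDHA, 0.2 mM sodium pyruvate and 0.06 mM NADH at pH 7.4.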
# An asterisk follows results filed as active; u = inconclusive; x = not tested or not shown; [ ] = dose if it differs, or a comment. Unless noted, calls follow the shape of the dose curve; as a rule, active = well fitted curve in the direction sought with a large enough effect; inconclusive = small, poorly fitted or top-dose-only effect, or another doubt; inactive = no such curve, though single readings can be large; an effect the other way counts as inactive or inconclusive.
# Sample of the layout (6 entries):
1) O=C(COC(=O)c1cncc(Br)c1)Nc1ccc(N2CCCCC2)cc1
2) Cc1onc(-c2ccccc2Cl)c1C(=O)N1CCN(c2ccc(F)cc2)CC1
3) Cc1ccc(CCNC(=O)CNS(=O)(=O)c2ccc3nc(C)sc3c2)cc1
4) O=[N+]([O-])c1cc(/C=N/Nc2nc3ccccc3[nH]2)c(O)cc1O
5) CCOC(C)OCC
6) Cc1cc(C)cc(C(=O)Nc2ccncc2)c1
compound no.	1	2	3	4	5	6
BLM helicase inh	x	-2%	1%	-5%	3%	0%
Pol kappa inh	-1%	-9%	1%	40µM*	-17%[60.1 µM]	-2%
Glioma ERSR ind	0%	-3%	-4%	-3%	-5%	-3%
Pol beta inh	x	-24%	13%	20µM*	x	2%
Anesthetic bind	x	-3%	-10%	0%	x	-8%
POLI inh	-6%	3%	-14%	45µM*	x	9%
APE1 inh	6%	42%	4%	1%	4%	-15%
Pol eta inh	2%	-15%	1%	4.5µM*	x	7%
LDHA block	0	0	-14	-9	x	-12

# This part in full, from the first entry:
1) O=C(COC(=O)c1cncc(Br)c1)Nc1ccc(N2CCCCC2)cc1
2) Cc1onc(-c2ccccc2Cl)c1C(=O)N1CCN(c2ccc(F)cc2)CC1
3) Cc1ccc(CCNC(=O)CNS(=O)(=O)c2ccc3nc(C)sc3c2)cc1
4) O=[N+]([O-])c1cc(/C=N/Nc2nc3ccccc3[nH]2)c(O)cc1O
5) CCOC(C)OCC
6) Cc1cc(C)cc(C(=O)Nc2ccncc2)c1
7) COc1ccc(-c2cc(C(=O)Oc3cccc(C)c3)c3cc(C)ccc3n2)cc1
8) CCOc1ccc(/C=C(/C#N)c2nnc(N3CCOCC3)n2-c2ccccc2)cc1OC
compound no.	1	2	3	4	5	6	7	8
BLM helicase inh	x	-2%	1%	-5%	3%	0%	-6%	x
Pol kappa inh	-1%	-9%	1%	40µM*	-17%[60.1 µM]	-2%	0%	-1%
Glioma ERSR ind	0%	-3%	-4%	-3%	-5%	-3%	-3%	-2%
Pol beta inh	x	-24%	13%	20µM*	x	2%	23%	x
Anesthetic bind	x	-3%	-10%	0%	x	-8%	-9%	x
POLI inh	-6%	3%	-14%	45µM*	x	9%	7%	10%
APE1 inh	6%	42%	4%	1%	4%	-15%	x	x
Pol eta inh	2%	-15%	1%	4.5µM*	x	7%	-9%	0%
LDHA block	0	0	-14	-9	x	-12	0	-8

9) Cc1ccc(Sc2ncccc2N)cc1
10) O=c1oc2ccccc2cc1-c1cn2cc(Cc3ccc(Br)cc3)sc2n1
11) COC(=O)CN1C(=O)CSc2ccc(S(=O)(=O)N3CCOCC3)cc21
12) CCn1c(C(Cc2ccccc2)NC(=O)COC)nc2ccccc21 (stereo unspecified)
13) COc1ccc(NC(=O)Cn2c(=O)n(CCc3ccccc3)c(=O)c3c4c(sc32)CCCC4)cc1
14) CCOc1ccc(C2=Nc3ccccc3C(c3ccc(N4CCOCC4)cc3)=NN2)cc1
15) CC(C)(C)OC(=O)N1CCOCCOCCNCCOCCOCC1
16) CCN(c1ccc(C)cc1C)S(=O)(=O)c1nnc(NC(=O)c2ccccc2OC)s1
compound no.	9	10	11	12	13	14	15	16
BLM helicase inh	x	-2%	0%	2%	-5%	-15%	2%	0%
Pol kappa inh	-13%	-21%	4%	-15%	0%	-8%	1%	-3%
Glioma ERSR ind	1%	0%	0%	-3%	-1%	10%	-4%	1%
Pol beta inh	x	6%	5%	6%	3%	0%	-19%	3%
Anesthetic bind	x	9%	-8%	-2%	-10%	-20%	4%	-9%
POLI inh	u	8%	40%[activator]	6%	10%	-7%	11%	-4%
APE1 inh	x	x	x	-2%	x	-7%	4%	x
Pol eta inh	-3%	-15%	-14%	-7%	-16%	0%	-3%	-5%
LDHA block	30	-3	-1	-3	-6	-1	-4	-1

17) CN(c1ccc(O)cc1)c1nc(-c2cccnc2)cs1
18) CCc1cc2c(=O)c(-c3nc4ccccc4[nH]3)coc2cc1OC(=O)N1CCOCC1
19) CN(C)c1ccc(/C=C(\C#N)c2nc3ccccc3c(=O)[nH]2)cc1
20) COC(=O)c1cn(-c2ccc(Cl)cc2)c(=O)c2ccccc12
21) CCCN(C(=O)c1cc(S(=O)(=O)N2CCc3ccccc32)cn1C)c1ccc(OCC)cc1
22) COc1ccc(OCc2cc(C(=O)NC(C)Cc3cccnc3)no2)c(Cl)c1 (stereo unspecified)
23) Fc1ccc(OCc2nn3cnnc3s2)cc1
24) COc1cc2c(cc1OC)CN(C(=O)CNC(=O)c1ccc(OC(F)F)cc1)CC2
compound no.	17	18	19	20	21	22	23	24
BLM helicase inh	-3%	-2%	u	-2%	-2%	0%	-3%	1%
Pol kappa inh	-16%	2%	-7%	7%	-1%	-1%	-7%	2%
Glioma ERSR ind	7%	-1%	3%	-5%	-1%	4%	-3%	-3%
Pol beta inh	3%	0%	u	5%	13%	28%	-1%	0%
Anesthetic bind	-14%	-11%	-17%	u	7%	-13%	-11%	-7%
POLI inh	5%	6%	u	7%	-8%	-11%	-6%	26%
APE1 inh	2%	-8%	x	4%	x	31%	-1%	50%[activator]
Pol eta inh	-2%	-14%	u	11%	-13%	3%	8%	-20%
LDHA block	1	-9	-5	-2	-6	-4	-16	-2

25) CCN(CC)CCCN1C=C2C(=O)C(C)(OC(=O)C3CCCC3)C(=O)C(c3ccccc3)=C2C=C1CCCC(=O)OC (stereo unspecified)
26) CCCCc1ccc(NC(=O)Nc2cccnc2)cc1
27) O=C(CC12CC3CC(CC(C3)C1)C2)N1CCOCC1
28) O=C(O)Cn1nc(C(F)(F)F)c2c1CCCC2
29) COc1cccc(CN2CCNC(=O)C2CC(=O)NCCn2nc(C)cc2C)c1OC (stereo unspecified)
30) COc1ccc(/C=C/C(=O)OCC(=O)NCc2cccs2)cc1OC
31) Cn1c(N)c(S(=O)(=O)N2CCN(c3cccc(Cl)c3)CC2)c(=O)n(C)c1=O
32) N/C(=N\OC(=O)CCCc1ccccc1)c1ccccn1
compound no.	25	26	27	28	29	30	31	32
BLM helicase inh	-9%[12.4 µM]	-8%	-1%	-6%	0%	-6%	-2%	5%
Pol kappa inh	-16%	-1%	-11%	-4%	-10%	-8%	2%	-8%
Glioma ERSR ind	-4%	-2%	-5%	-3%	-1%	-2%	-2%	0%
Pol beta inh	u	3%	2%	0%	19%	-2%	2%	40%
Anesthetic bind	-2%	u	0%	-9%	-11%	-3%	-3%	-15%
POLI inh	u	-10%	9%	29%	11%	13%	19%	15%
APE1 inh	-1%[12.4 µM]	18%	0%	-3%	-1%	-1%	14%	17%
Pol eta inh	u	-18%	-17%	-10%	-14%	-12%	-11%	-6%
LDHA block	1	-1	0	-2	3	-8	1	-4

# (cont.)
no.	molecule	BLM helicase inh	Pol kappa inh	Glioma ERSR ind	Pol beta inh	Anesthetic bind	POLI inh	APE1 inh	Pol eta inh	LDHA block
33	NC(=O)[C@@H]1CCCN1C(=O)C(Cc1cnc[nH]1)NC(=O)C1CCC(=O)N1 (stereo partly specified)	-1%	15%[60.1 µM]	-9%	x	6%	x	-2%	x	x
34	CC[C@H]1c2[nH]c3ccccc3c2C[C@H]2C(=O)N(c3ccc(F)cc3)C(=O)N21	x	2%	-3%	x	x	-19%	15%	-9%	-18
35	CCOc1ccc(C2/C(=C(\O)c3ccc4c(c3)OCCO4)C(=O)C(=O)N2CCCN2CCOCC2)cc1OC (stereo unspecified)	-1%	-6%	-2%	10%	-16%	22%	45%	-7%	2
36	COc1ccccc1NC(=O)CSc1nc2sc3c(c2c(=O)n1-c1ccccc1)CCN(C)C3	-3%	-17%	1%	-19%	u	8%	35%	-19%	-7
37	CCS(=O)(=O)Nc1ccc(C2=NN(C(=O)c3ccco3)C(c3cccs3)C2)cc1 (stereo unspecified)	-5%	-14%	0%	13%	-11%	16%	-7%	-28%	-3
38	CCc1cccc(NC(=O)CCS(=O)(=O)c2cc(Br)cc3c2N(C(C)=O)CC3)c1	-1%	3%	-2%	-5%	u	-22%	x	-7%	2
39	CCOC(=O)c1ccc(NC(=O)CSc2nnc(CC)o2)cc1	-12%	2%	1%	26%	-2%	34%[activator]	1%	-12%	-4
40	COc1ccc(-c2cc(C(=O)Nc3cccnc3Cl)no2)cc1	-3%	-3%	3%	9%	5%	40%[activator]	10%	-6%	-4
41	O=C(NCc1ccco1)c1ccc(OCC2CCCO2)cc1 (stereo unspecified)	-1%	-7%	10%	21%	-10%	7%	-6%	-4%	0
42	O=C(Nc1ccc2oc(-c3cccnc3)nc2c1)c1cccnc1	-7%	-17%	-5%	42%	-9%	58%[activator]	11%	-13%	3
43	Cc1nn(-c2ccc(Cl)cc2)c2[nH]c(CCl)cc(=O)c12	-7%	2%	-3%	-4%	6%	36%[activator]	21%	-14%	0
44	Cc1ccc(S(=O)(=O)N2C(=O)CCC2C(=O)O/N=C(\N)c2ccc([N+](=O)[O-])cc2)cc1 (stereo unspecified)	-1%	3%	2%	11%	-16%	13%	23%	-8%	-2
45	COc1ccc(Oc2ncc3nc(-c4cccs4)c(=O)n(CCC#N)c3n2)cc1	-1%	-1%[60.1 µM]	-6%	x	x	x	4%	x	x
46	Cc1cc(C)n(CC(O)COc2ccc(C(C)(C)C)cc2)n1 (stereo unspecified)	-3%	u	0%	35%	-10%	u	-13%	-24%	-4
47	COc1cc(/C=C(\C#N)c2nc3ccccc3n2C)cc(OC)c1OC	-2%	-21%	0%	-12%	-4%	36%[activator]	x	-13%	1
48	CCn1c(SCc2nc3ccccc3s2)nc2cc(S(=O)(=O)N3CCOCC3)ccc21	x	-17%	12%	x	x	-11%	x	3%	-11
49	CCN1CCN(c2ccc(NC(=O)c3cc(OC)c(OC)c(OC)c3)cc2)CC1	-2%	8%	-3%	u	6%	-19%	4%	-6%	3

# This is a subset; rates above refer to the full screens.
